# tim23-1 inh: growth inhibitors of tim23-1 mutant yeast | S. cerevisiae tim23-1 growth, BacTiter-Glo luminescence, 24 h | inhibition, % at 20 µM | 330,000 tested, 1.3% active | AID 463212;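 active = growth inhibition of the mutant yeast at or above 50%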;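 also: temperature-sensitive mutant grown at 25 °C; plate controls were DMSO-treated mutant yeast for no effect and medium wells lacking yeast for full effect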
# APJ agonist: agonists of human APJ apelin receptor; CHO-K1 APJ PathHunter beta-arrestin, luminescence; 0% DMSO wells, 100% apelin; activation, % at 20 µM; 330,000 tested, 0.11% active; AID 2520;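 active = activation more than six SD over the plate average, tested at 20 µM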;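 also: 0% = DMSO alone and 100% = apelin-13 at 10 nM; some results filed as inactive read as strong as hits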
# Target sequence (P35414 whole entry, looked up): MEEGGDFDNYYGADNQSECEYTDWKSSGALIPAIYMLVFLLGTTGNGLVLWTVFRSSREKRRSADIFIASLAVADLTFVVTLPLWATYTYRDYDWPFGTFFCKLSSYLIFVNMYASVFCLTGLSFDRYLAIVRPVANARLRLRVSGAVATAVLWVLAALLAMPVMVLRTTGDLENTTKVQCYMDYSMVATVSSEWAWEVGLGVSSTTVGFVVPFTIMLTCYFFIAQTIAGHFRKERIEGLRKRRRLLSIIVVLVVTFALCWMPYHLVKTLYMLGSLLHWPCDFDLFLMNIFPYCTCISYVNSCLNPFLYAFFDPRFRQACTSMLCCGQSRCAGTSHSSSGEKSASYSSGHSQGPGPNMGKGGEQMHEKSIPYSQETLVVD
#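 Material: CHO-K1 APJ beta-arrestin complementation cell line; Input: cell density 1000 per well; Incubation: compound stimulation 90 min at 25 °C, detection 60 min; Signal: luminescence from split beta-galactosidase complementation, Galacton Star/Emerald II substrate; Controls: DMSO-only wells as negative, 10 nM Apelin-13 as positive control.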
# Mdm2-MdmX inh: inhibitors of human Mdm2/MdmX interaction; inhibition, % at 8 µM; O15151+Q00987; SaOS-2 split-luciferase Mdm2/MdmX complementation, luminescence; 330,000 tested, 3% active;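 active = inhibition of at least 50% at 8 µM in the primary screen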
# CXCR6 inh: inhibitors of human CXCR6 receptor; O00574; CHO-K1 PathHunter CXCR6 beta-arrestin, luminescence; inhibition, % at 20 µM; 360,000 tested, 0.36% active; in the data active = inhibition above about 34%, passing the limit was not always enough;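 also: antagonist mode with CXCL16 agonist at 10 nM final; 0% = 10 nM CXCL16 with DMSO and 100% = unstimulated wells without agonist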
# Target sequence (O00574 whole entry, looked up): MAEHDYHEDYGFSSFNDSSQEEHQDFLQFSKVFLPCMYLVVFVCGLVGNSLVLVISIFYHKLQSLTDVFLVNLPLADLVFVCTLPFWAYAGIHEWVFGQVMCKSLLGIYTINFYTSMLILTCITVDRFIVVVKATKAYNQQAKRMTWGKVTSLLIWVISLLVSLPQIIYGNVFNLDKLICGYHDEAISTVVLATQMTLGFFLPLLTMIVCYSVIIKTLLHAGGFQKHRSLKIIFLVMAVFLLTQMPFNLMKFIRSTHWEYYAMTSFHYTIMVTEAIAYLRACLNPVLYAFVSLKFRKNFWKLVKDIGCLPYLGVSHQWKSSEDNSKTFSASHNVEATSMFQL
# CHOP UPR activ: activators of apoptotic arm of unfolded protein response (CHOP) | 330,000 tested, 0.34% active | CHO-CHOP luciferase reporter, UPR activation, luminescence; percent of tunicamycin response over DMSO baseline | activation, % at 10 µM;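 active = at 10 µM dose, activation of 40% or more, normalized to positive control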;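 also: 100% = tunicamycin at 10 µg/mL and 0% = DMSO alone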
#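 System: CHO-CHOP luciferase reporter cell line | Buffer or medium: F12 medium containing 10% fetal bovine serum | Doses: One dose, 10 µM in 0.5% DMSO | Times: 6 h compound exposure at 37 °C after overnight seeding | Signal: Luciferase luminescence | Read-out: % activation vs tunicamycin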
# UPR XBP1 act: adaptive UPR (XBP1) activation. CHO-XBP1 luciferase reporter, IRE1-XBP1 UPR activation, luminescence; percent of tunicamycin response, DMSO as zero. AID 463104. activation, % at 20 µM. 330,000 tested, 0.33% active;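 active = versus positive control, 20 µM dose yields 30% or more activation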;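 also: 100% = tunicamycin at 10 µg/mL and 0% = DMSO only wells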
#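 Material – CHO cell line with stable XBP1 luciferase reporter · Buffer or medium – F12 plus 10% FBS · Compound – single point, 20 µM final compound, 1% DMSO · Schedule – 16-18 h cell attachment at 37 °C, then 6 h compound exposure · Signal – Steady-Glo luminescence read · Benchmarks – high control tunicamycin 10 µg/mL final, low control DMSO vehicle only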
# TIM10 inh: inhibits growth of TIM10 yeast strain. S. cerevisiae TIM10 strain growth, BacTiter-Glo luminescence, 24 h. inhibition, % at 10 µM. 330,000 tested, 1.4% active;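 active = inhibition of 40% or more at the single tested concentration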;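 also: wild-type TIM10 isogenic control strain grown at permissive 25 °C; 0% = DMSO yeast wells and 100% = minimal medium wells without yeast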
# tim10-1 inh: growth inhibitors of tim10-1 mutant yeast. S. cerevisiae tim10-1 ts strain growth, BacTiter-Glo, 24 h. inhibition, % at 20 µM. 330,000 tested, 2.2% active. AID 463190;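 active = inhibition of at least 40%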;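 also: mutant grown at 25 °C; 0% = DMSO wells with yeast and 100% = wells holding no yeast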
# APJ antagonist: antagonists of human APJ apelin receptor; inhibition, % at 20 µM; 330,000 tested, 0.32% active; AID 2521; CHO-K1 APJ beta-arrestin complementation, luminescence;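 active = inhibition above about 40% at 20 µM, limit read from the data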;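 also: cells challenged with 10 nM apelin-13 agonist together with compound; plate controls were apelin-13 plus DMSO wells for no effect and DMSO wells lacking apelin-13 for full effect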
# An asterisk follows results filed as active; . = not tested or not shown; & = joins results of further samples.
SMILES,tim23-1 inh,APJ agonist,Mdm2-MdmX inh,CXCR6 inh,CHOP UPR activ,UPR XBP1 act,TIM10 inh,tim10-1 inh,APJ antagonist
CC(C)[C@H](NC(=O)C1CCN(S(=O)(=O)c2ccc(F)cc2)CC1)C(=O)N1CCCC1,17.3,-6.0,40.6,-8.0,1.1,-2.8,2.8,13.1,-0.9
CCOC(=O)C1CCCCN1C(=O)CCc1c(C)nc2cc(-c3ccccc3)nn2c1C (configuration not stated),-11.4,-2.7,-6.1,1.1,-3.7,-5.1,-50.3,26.3,-53.3
COC1=CC(=O)CC(C)C12Oc1c(Cl)c(OC)cc(OC)c1C2=O (configuration not stated),1.9,1.1,4.8,-2.3,1.8,-3.0,1.8,4.8,9.8
O=c1[nH]c(SCc2ccc(Cl)cc2)nc2c1CCC2,8.5,1.1,5.6,4.1,-0.2,2.1,2.9,22.4,6.5
COc1ccc(CCNC(=O)c2nnn(CC(=O)Nc3ccccc3C)c2N)cc1OC,-6.6,-1.6,-10.0,-1.7,-0.4,-1.4,-10.6,13.9,-10.8
COc1ccccc1NC(=O)CSc1nc(=O)n(CCN(C)C)c2c1CCCC2,3.0,-5.7,14.8,6.2,2.3,-1.5,-10.6,-4.3,22.9
O=C(NCc1ccncc1)C(=O)Nc1nc(C23CC4CC(CC(C4)C2)C3)cs1,30.1,-0.9,22.0,8.4,1.3,9.6,15.6,14.4,-13.4
O=C(Nc1ccc(O)c(-c2nc3ccccc3s2)c1)c1cccs1,-5.2,-5.2,-9.4,-0.9,2.2,1.6,1.5,-2.5,9.3
O=C(Nc1ccc(N2CCOCC2)cc1)c1cccc2c(Br)cccc12,-8.9,1.1,44.3,-0.6,0.0,-3.0,-8.2,-10.6,23.7
O=C(NCCc1ccc(F)cc1)C1CCCCC1,-26.8,-2.9,17.0,0.8,0.4,2.3,-8.2,6.7,16.5
COc1ccc(S(=O)(=O)NCC2CCC(C(=O)NCc3ccc(F)cc3)CC2)cc1 (configuration not stated),-13.3,0.4,14.5,-7.0,3.2,1.4,-6.6,-22.2,-3.9
CCC(=O)c1c[nH]c(C(=O)NCc2cccnc2)c1,-9.6,-4.0,10.7,-14.9,-0.2,-1.6,1.7,-10.1,14.6
OC(CN1CCNCC1)Cn1ccc2ccccc21 (configuration not stated),-8.7,0.8,42.1,.,0.3,-1.6,-5.2,-12.1,-14.5
CC(C)(C)N(Cc1ccccc1)C(=O)c1cc2ccccc2o1,20.7,-2.1,5.4,2.1,0.4,-3.7,-24.9,-32.4,44.9*
COc1ccc(Cl)cc1S(=O)(=O)Nc1cccc(C(=O)O)c1,-6.8,-2.2,4.7,1.4,-1.3,0.6,5.6,6.6,-5.8
CCCc1cc(C(=O)OC)c(NC(=O)CCCC(=O)O)s1,9.7,-1.8,19.1,-1.7,-0.9,1.3,-1.0,-1.2,19.0
CCCOc1ccc(OCC(=O)c2[nH]c(C)c(C(C)=O)c2C)cc1,7.7,-0.8,9.1,-1.6,0.6,-0.9,6.0,3.6,8.3
CCc1ccccc1Nc1nc(N)nc(COC(=O)C2=COCCO2)n1,-0.1,-1.5,0.2,2.5,2.3,0.8,-2.2,8.9,-61.1
C/C(N)=C(/C#N)C(=O)CSc1nnc(-c2ccc(OC(F)F)cc2)o1,-0.6,6.0,-181.1,-1.3&8.9,3.4,0.3,3.5,5.9,17.8
Nn1c(SCC(=O)Nc2ccc(S(=O)(=O)N3CCCC3)cc2)nnc1C(F)(F)F,1.9,-3.0,-0.8,-0.1,-1.1,-2.0,3.5,-2.5,0.4
Cc1cc(NC(=O)Cn2c(=O)oc3ccccc32)no1,4.7,-2.9,-8.4,-1.5,0.1,-2.9,4.5,4.2,-4.3
COc1ccccc1NC(=O)CCS(=O)(=O)c1cc2c(cc1Cl)NC(=O)CO2,-1.1,1.8,16.8,-9.5,1.7,-4.9,-3.2,10.2,5.6
COC(=O)Cn1c(=NC(=O)C2COc3ccccc3O2)sc2cc(S(N)(=O)=O)ccc21 (configuration not stated),4.8,-0.8,-25.2,5.1,1.2,-1.4,-0.8,1.3,6.6
COc1ccc(C(=O)Nc2cc3c4c(c2)C(C)C(=O)N4CCC3)cc1OC (configuration not stated),16.5,4.7,22.1,-3.7,2.2,0.4,13.2,5.9,-8.9
CCn1cc(CN2CCC(n3nccc3NC(=O)C3CCCC3)CC2)cn1,-7.1,-1.0,1.2,1.5,-0.9,-4.9,-10.6,-9.9,1.5
COc1cccc2c1OCC/C2=N\NC(=O)COc1ccccc1C,7.2,-3.6,23.9,-2.9,1.2,4.8,5.2,3.1,2.9
CC(C)N(C(=O)Cn1cc(SCC(=O)N2CCCC2)c2ccccc21)C(C)C,21.9,0.1,19.1,0.8,2.6,-1.8,-18.3,23.6,11.0
O=C(Nc1nc(-c2ccc(-c3ccccc3)cc2)cs1)c1cc([N+](=O)[O-])ccc1N1CCOCC1,8.4,-1.7,2.8,0.2,1.6,-0.3,-2.2,6.8,1.4
O=C(NC(=S)Nc1ccc(Oc2ccccc2)cc1)c1ccc(Cl)cc1,20.9,-0.4,23.6,28.4,-1.6,-0.1,-0.8,12.4,15.9
CC1CCCCC1NC(=O)Cc1ccc(S(=O)(=O)N2CCOCC2)s1 (configuration not stated),25.3,6.2,27.9,3.1,0.9,-1.9,12.1,17.3,-4.0
CSc1nsc(/C=C/Nc2ccc(F)cc2)c1C#N,33.5,-1.7,1.5,-22.5,4.5,0.8,21.0,29.3,9.8
N/C(=N\OC(=O)CC1CCCCC1)c1cccc([N+](=O)[O-])c1,38.4,6.2,19.5,-10.2,1.6,5.9,46.0*,56.0*,-23.5
Cn1c(=O)oc2cc(S(=O)(=O)NCc3ccco3)ccc21,0.0,4.1,6.3,-9.5,0.0,-0.7,-7.0,-2.6,15.6
O=C(Cc1ccc([N+](=O)[O-])cc1)Nc1cc(C(F)(F)F)cc(C(F)(F)F)c1,-2.9,-0.8,50.9*,-2.0,2.9,2.6,8.1,11.2,0.1
O=c1c2cnn(-c3ccc(F)cc3)c2ncn1Cc1ccc(F)cc1,5.7,-3.2,3.3,-1.4,-0.7,2.3,4.6,-0.2,10.9
CCCc1cc(=O)oc2cc(C)cc(OCC(=O)NC3CC3)c12,-9.1,-4.2,5.3,-3.8,1.9,-3.0,-19.8,8.4,7.9
COc1ccc(NS(=O)(=O)c2ccc(OCC(=O)N3CCOCC3)cc2)cc1Cl,12.6,5.7,1.3,2.4,0.5,-2.7,0.6,6.9,-5.5
COc1cnc(-c2ccccn2)nc1Oc1ccc(Cl)cc1,39.5,-6.5,17.2,9.5,-1.2,4.8,-9.5,28.2,-5.1
Cc1ccc(N(CC(=O)N/N=C/c2cc(C)n(-c3ccccc3)c2C)S(C)(=O)=O)c(C)c1,-5.4,1.3,32.7,11.7,-1.2,3.5,2.6,-9.3,2.5
COc1ccccc1NC(=O)c1c(O)c2ccccc2[nH]c1=O,25.8,-3.3,26.2,-11.8,4.1,0.6,16.1,-21.8,-1.5

# 3 records picked at random from the list so far, as already listed:
SMILES,tim23-1 inh,APJ agonist,Mdm2-MdmX inh,CXCR6 inh,CHOP UPR activ,UPR XBP1 act,TIM10 inh,tim10-1 inh,APJ antagonist
COc1ccc(CCNC(=O)c2nnn(CC(=O)Nc3ccccc3C)c2N)cc1OC,-6.6,-1.6,-10.0,-1.7,-0.4,-1.4,-10.6,13.9,-10.8
O=C(Nc1nc(-c2ccc(-c3ccccc3)cc2)cs1)c1cc([N+](=O)[O-])ccc1N1CCOCC1,8.4,-1.7,2.8,0.2,1.6,-0.3,-2.2,6.8,1.4
COc1ccc(S(=O)(=O)NCC2CCC(C(=O)NCc3ccc(F)cc3)CC2)cc1 (configuration not stated),-13.3,0.4,14.5,-7.0,3.2,1.4,-6.6,-22.2,-3.9

# (cont.)
SMILES,tim23-1 inh,APJ agonist,Mdm2-MdmX inh,CXCR6 inh,CHOP UPR activ,UPR XBP1 act,TIM10 inh,tim10-1 inh,APJ antagonist
CCc1ccc(NC(=O)CCn2ccnc2C)cc1,-3.0,-3.3,4.4,-3.2,-0.2,-0.3,-17.9,0.6,14.7
Cc1ccc(F)cc1S(=O)(=O)Nc1cccc(C(=O)N2CCCC(C(N)=O)C2)c1 (configuration not stated),-0.5,-3.2,17.8,-0.5,0.8,-1.1,8.6,0.5,4.4
CN1C(=O)c2ccc(C(=O)Nc3ccccc3O)cc2C1=O,15.0,0.7,-14.2,1.6,4.9,-0.7,0.9,-2.3,7.6
O=C(OCc1cnc(Cl)s1)c1ccc(Cl)cc1,19.0,-0.9,22.4,-10.5,-1.2,-0.5,2.4,12.7,4.3
Cc1ccc(C)c(N2CCN(C(=O)CCc3nc(-c4ccc(Br)cc4)no3)CC2)c1,17.7,.,-0.5,-5.5,4.2,2.6,-7.7,9.3,.
C/C(=N\NC(=O)c1ccc(F)cc1)c1ccccn1,12.6,-11.1,97.3*,71.6*,302.8*,-1.0,19.2,-1.0,60.2*
O=C(c1ccco1)N1CCN(C(=O)c2ccccc2OCc2ccccc2)CC1,20.3,1.1,5.2,0.7,0.2,-2.9,3.5,7.3,9.6
Cc1cccc(Oc2nc(-c3ccccn3)nc3ccccc23)c1,51.0*,-5.0,34.8,23.1,37.7,12.1,26.4,39.8,20.2
Cc1c(C(=O)N2CCc3ccccc3C2)oc2ccc(S(=O)(=O)N3CC(C)CC(C)C3)cc12 (configuration not stated),30.8,-1.4,35.9,1.6,0.3,-1.4,6.5,14.9,-23.3
COc1ccc(OC)c(NC(=O)c2ccccc2N(Cc2ccccc2)S(C)(=O)=O)c1,17.5,-2.8,11.9,-0.9,0.6,-1.1,15.6,-8.9,1.4
CCCCN(CCCC)/C(N)=N/c1nc(C)cc(C)n1,18.2,-2.1,30.7,2.9,-0.1,-3.4,-4.0,-1.2,-6.6
CC[C@]12c3[nH]c4ccc(OC)cc4c3CCN1C(=O)C(CC(=O)NCCCN(C)C)C[C@@H]2C(=O)N1CCN(C(=O)c2ccco2)CC1 (some centres not stated),13.8,.,7.6,0.1,0.4,3.3,-17.4,-4.8,.
COc1ccc(NC(=O)COc2ccc(-c3nn(C)c(=O)c4ccccc34)cc2)cc1,-4.3,-0.3,13.6,-0.7,-0.4,-3.4,-22.9,6.2,-11.0
COc1ccc(NC(=O)COC(=O)CC2Sc3ccccc3NC2=O)cc1 (configuration not stated),20.7,2.2,-2.8,-16.6,5.2,1.9,8.1,22.9,12.6

# From PubChem BioAssay

# An excerpt, so the mix of outcomes need not match the whole.
